Myeloid diff 2 = compounds promoting myeloid differentiation | AID 624256 | 360,000 compounds, 1% hits | ER-HoxA9 myeloid progenitors, lysozyme-GFP differentiation, flow cytometry | calls only at 10 µM;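 active means normalized GFP-positive differentiation at or above the plate's own cutoff, the solvent-only control mean plus 3 SD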;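 further: cells exposed to compound for four days before flow analysis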
GPR55 beta-arrestin = GPR55 agonists via beta-arrestin recruitment, primary screen, imaging, U2OS cells, beta-arrestin-GFP redistribution (AID 1961) | 290,000 compounds, 0.048% hits | U2OS GPR55 beta-arrestin-GFP redistribution imaging; higher % means a stronger effect | activation, % at 10 µM; hits with a dose series show EC50 in µM;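 active means activation above 40% with more than 50 cells counted in the well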;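 further: U2OS osteosarcoma cells stably expressing GPR55 and beta-arrestin-GFP; plate controls were DMSO negative control for no effect and LPI positive control for full effect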
KOR beta-arrestin-1 = KOR agonists, beta-arrestin recruitment, primary screen, cell-based, luminescence, uHTS (AID 1777); KOR beta-arrestin recruitment, luminescence; higher % means a stronger effect; one-dose activation, % at 10 µM; EC50 in µM for titrated hits; 280,000 compounds, 0.02% hits; in the data active means activation above about 50%, passing the limit was not always enough; further: a part of the inactive calls stands beside numbers as strong as those of hits
HEK293 NOD2/NF-kB = NOD2 signaling inhibitors, cell-based, luminescence, uHTS, HEK293 (AID 1566) | HEK293 NOD2/NF-kB luciferase reporter, luminescence; higher % means a stronger effect | inhibition, % at 4 µM; hits with a dose series show EC50 in µM | 290,000 compounds, 0.63% hits; further: many of its hits are not listed in these tables
NOD1 NF-kB reporter = NOD1 signaling inhibitors, primary screen, cell-based, luminescence, uHTS (AID 1578); NOD1-driven NF-kB luciferase reporter cells, luminescence; higher % means a stronger effect; one-dose inhibition, % at 4 µM; EC50 in µM for titrated hits; 290,000 compounds, 1% hits; in the data active means inhibition mostly above about 36%, no sharp cut-off; inactive means mostly below about 34%;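 further: HEK-293T reporter cells stimulated with the NOD1 agonist gamma-tri-DAP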
HIV peptide binding = cell-free HIV fusion peptide-binding blockers – biochemical, uHTS, fluorescence dequenching, primary screen (AID 1986). cell-free peptide binding, fluorescence dequenching, 30 min; higher % means a stronger effect. inhibition, % at 20 µM; hits with a dose series show IC50 in µM. 290,000 compounds, 0.3% hits; in the data active means inhibition mostly above about 52%, no sharp cut-off; inactive means mostly below about 76%; further: some results filed as inactive read as strong as hits
KOR beta-arrestin-2 = KOR antagonists, beta-arrestin recruitment, cell-based, luminescence, uHTS (AID 1778). inhibition, % at 10 µM, or IC50 in µM where a hit was titrated. 290,000 compounds, 0.091% hits. KOR beta-arrestin recruitment, luminescence, antagonist mode; higher % means a stronger effect; further: strong numbers were not always called active
GPR35 antagonists = inhibition of zaprinast-stimulated GPR35 beta-arrestin translocation – imaging, U2OS, beta-arrestin-GFP, zaprinast agonist, primary screen (AID 2058); 290,000 compounds, 0.052% hits; U2OS GPR35 beta-arrestin-GFP translocation imaging, zaprinast antagonism; higher % means a stronger effect; inhibition, % at 10 µM, or IC50 in µM where a hit was titrated;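 active means inhibition of at least 50% with at least 30 cells and total cytoplasm GFP at most 10,000,000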
GPR55 antagonists = GPR55 antagonists blocking LPI-driven arrestin recruitment, primary screen, imaging, U2OS, beta-arrestin-GFP, LPI agonist (AID 2013). one-dose inhibition, % at 10 µM; IC50 in µM for titrated hits. U2OS GPR55 beta-arrestin-GFP translocation imaging, LPI antagonism; higher % means a stronger effect. 290,000 compounds, 0.13% hits;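 active means spots per cell inhibited over 60%, with over 100 cells counted and total cytoplasm intensity under 500,000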;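 further: U2OS cells stably carrying GPR55 and arrestin-GFP stimulated by 5 µM LPI near EC80; imaged beta-arrestin-GFP aggregate spots per cell after agonist stimulation; plate controls were LPI-stimulated DMSO wells for no effect and DMSO wells without LPI for full effect; some results filed as inactive read as strong as hits; confirmed hits need IC50 under 10 µM and bright autofluorescent wells are also inconclusive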
Myeloid diff 2 GFP+ MAC1+ % = also measured in Myeloid diff 2; calls as there; GFP+ MAC1+ double positive, %; measured here: differentiation confirmed by MAC1 staining
Active calls of the source: *; i = inactive; / = no result given; + = active, no number; [ ] = remark or other dose. Unless noted, no stated cut-off is given here; in the data, active means inhibition above about 50%; inactive means the rest.

Start of the data: the first 10 entries, ahead of the listing:
SMILES	Myeloid diff 2	Myeloid diff 2 GFP+ MAC1+ %	GPR55 beta-arrestin	KOR beta-arrestin-1	HEK293 NOD2/NF-kB	NOD1 NF-kB reporter	HIV peptide binding	KOR beta-arrestin-2	GPR35 antagonists	GPR55 antagonists
CCN(CC)C(=O)C1CCCN(c2ncnc3c2cnn3-c2ccc(Cl)cc2)C1 (centres undefined)	i	1.6	-0.1%	-4.6%	22%	-13%	0.9%	-22%[20 µM]	5%	-13%
CCOC(=O)c1cnc2ccc(Cl)cc2c1Nc1ccc(S(=O)(=O)Nc2ncccn2)cc1	i	0.4	0.9%	0.0%	-8%	20%	2.1%	-6%	2%	-4%
COc1ccc(-c2cc(C(=O)Nc3ccc(Cl)cc3Cl)c3ccccc3n2)cc1OC	i	1.1	0.8%	-2.9%	11%	-11%	-1.0%	9%	-8%	4%
O=c1c2ccccc2sn1-c1ccccc1	i	0.3	-0.2%	6.0%	3%	-47%	-1.9%	0%	8%	-10%
CCc1ccc(NC(=O)c2ccc3nc(N)sc3c2)cc1	i	0.1	-0.1%	7.4%	-38%	-39%	0.9%	4%	-19%	11%
CN(C)C(=O)CSc1nc(-c2cccs2)c(-c2cccs2)[nH]1	i	1.3	0.1%	-4.8%	10%	-2%	1.3%	-6%	8%	-7%
COc1c(C)cc(C(=O)C2CCCN(C(=O)c3cc(C)nc(C)n3)C2)cc1C (centres undefined)	/	/	-0.1%	/	-7%	11%	-0.6%	-13%[20 µM]	12%	6%
O=C(CC1C(=O)N(c2ccccc2)C(=S)N1c1ccccc1)c1ccc(Br)cc1 (centres undefined)	i	1.0	0.0%	-1.9%	5%	-16%	2.3%	-38%	-11%	14%
c1ccc(COc2nsnc2N2CCOCC2)cc1	i	2.7	-0.1%	-0.6%	-4%	-8%	1.5%	18%	2%	-4%
Cc1cccc(-n2c(=S)[nH]c3nc4c(cc3c2=O)COC(C)(C)C4)c1	i	0.7	-0.2%	-2.5%	-26%	-4%	-0.5%	0%	-7%	-3%

The list itself, from the start:
SMILES	Myeloid diff 2	Myeloid diff 2 GFP+ MAC1+ %	GPR55 beta-arrestin	KOR beta-arrestin-1	HEK293 NOD2/NF-kB	NOD1 NF-kB reporter	HIV peptide binding	KOR beta-arrestin-2	GPR35 antagonists	GPR55 antagonists
CCN(CC)C(=O)C1CCCN(c2ncnc3c2cnn3-c2ccc(Cl)cc2)C1 (centres undefined)	i	1.6	-0.1%	-4.6%	22%	-13%	0.9%	-22%[20 µM]	5%	-13%
CCOC(=O)c1cnc2ccc(Cl)cc2c1Nc1ccc(S(=O)(=O)Nc2ncccn2)cc1	i	0.4	0.9%	0.0%	-8%	20%	2.1%	-6%	2%	-4%
COc1ccc(-c2cc(C(=O)Nc3ccc(Cl)cc3Cl)c3ccccc3n2)cc1OC	i	1.1	0.8%	-2.9%	11%	-11%	-1.0%	9%	-8%	4%
O=c1c2ccccc2sn1-c1ccccc1	i	0.3	-0.2%	6.0%	3%	-47%	-1.9%	0%	8%	-10%
CCc1ccc(NC(=O)c2ccc3nc(N)sc3c2)cc1	i	0.1	-0.1%	7.4%	-38%	-39%	0.9%	4%	-19%	11%
CN(C)C(=O)CSc1nc(-c2cccs2)c(-c2cccs2)[nH]1	i	1.3	0.1%	-4.8%	10%	-2%	1.3%	-6%	8%	-7%
COc1c(C)cc(C(=O)C2CCCN(C(=O)c3cc(C)nc(C)n3)C2)cc1C (centres undefined)	/	/	-0.1%	/	-7%	11%	-0.6%	-13%[20 µM]	12%	6%
O=C(CC1C(=O)N(c2ccccc2)C(=S)N1c1ccccc1)c1ccc(Br)cc1 (centres undefined)	i	1.0	0.0%	-1.9%	5%	-16%	2.3%	-38%	-11%	14%
c1ccc(COc2nsnc2N2CCOCC2)cc1	i	2.7	-0.1%	-0.6%	-4%	-8%	1.5%	18%	2%	-4%
Cc1cccc(-n2c(=S)[nH]c3nc4c(cc3c2=O)COC(C)(C)C4)c1	i	0.7	-0.2%	-2.5%	-26%	-4%	-0.5%	0%	-7%	-3%
COC(CNC(=O)c1cc(-c2ccncc2)nc2ccc(S(=O)(=O)N3CCOCC3)cc12)OC	i	0.2	0.2%	-2.2%	22%	-23%	-1.8%	-29%	3%	0%
COc1ccc(CSc2nnc(Cc3sc(-c4ccccc4)nc3-c3ccccc3)o2)cc1	i	1.4	-0.1%	1.8%	13%	-12%	5.1%	-26%	4%	17%
O=C(CSc1nc2ccccc2[nH]1)c1ccccc1F	i	0.7	-0.3%	-0.7%	-67%	-70%	0.8%	-29%	5%	6%
COC(=O)CCc1nc2c(C#N)c(-c3ccc(Cl)cc3)ccn2n1	i	1.2	0.1%	-6.1%	10%	-25%	-0.5%	-3%	-14%	3%
CCN1C(=O)[C@@H]2Cc3c([nH]c4ccccc34)C(c3cc(OC)c(OC)c(OC)c3)N2C1=S (some centres undefined)	+	20*	0.3%	-3.2%	-3%	-6%	9.7%	1%	9%	13%
Cc1cc(NC(=O)c2cc(C(C)C)on2)no1	i	6.0	-2.3%	-1.3%	-58%	-12%	-1.7%	29%	4%	1%
Cc1cc(C(=O)Nc2sccc2C#N)c2ccccc2n1	i	0.6	0.2%	2.1%	24%	-1%	16%	-1%	-12%	5%
COc1ccc(/C=N/NC(=S)NCCc2ccccc2)cc1	i	0.9	0.2%	0.4%	6%	-7%	1.5%	-40%	-8%	2%
CC(C)(C)C1=Nn2c(nnc2-c2n[nH]c3c2CCC3)SC1	i	0.6	-0.1%	-0.3%	12%	-21%	0.5%	-23%	-2%	-1%
COC(=O)c1nc(NC(=O)c2ccccc2Br)n[nH]1	i	0.2	-0.6%	-2.0%	15%	-1%	-1.2%	-13%	11%	13%
CC(=O)NCCC(=O)Nc1ccc(C)c(F)c1	i	1.1	-0.2%	0.7%	5%	-13%	0.6%	15%	-4%	9%
CCC(CC)c1nnc(NC(=O)CCNC(=O)c2ccccc2Cl)s1	i	0.8	-0.1%	5.0%	21%	5%	-0.4%	-50%	23%	6%
O=C(c1cc(C2CC2)on1)N1CCOCC1	i	2.2	-0.2%	-0.8%	11%	-5%	-0.9%	10%	-3%	-5%
CCOC(=O)C1(Cc2cccc(Cl)c2)CCCN(C(=O)CCOC)C1 (centres undefined)	i	0.9	0.4%	/	-11%	-26%	-1.9%	23%	0%	1%
O=c1cc(CN2CCN(Cc3ccccc3)CC2)c2ccc(O)cc2o1	i	0.3	-0.1%	3.4%	8%	27%	3.6%	1%	8%	11%
Cc1cc(C)n2c(SCc3nnc(-c4cccs4)o3)nnc2n1	i	0.7	-0.4%	-0.3%	1%	-17%	0.1%	-9%	-5%	0%
Cn1c(=O)n(C)c2cc(N3CCCCC3)c(NC(=O)c3cccc(Cl)c3)cc21	/	/	-0.2%	1.0%	20%	-3%	-2.1%	-16%	-6%	-13%
CCN1C(=O)[C@H]2[C@@H](c3ccc(OC)cc3)N3C(=O)CN(CC4CC4)C(=O)[C@@]3(C)[C@H]2C1=O	i	1.3	0.2%	-2.5%	-2%	-30%	-0.1%	-32%[20 µM]	0%	-6%
O=C(O)CCC(=O)NC1CCCCC1	i	8.5	-0.1%	4.6%	-7%	2%	0.9%	6%	-1%	7%
CCn1cc(C(=O)NC(C)C23CC4CC(CC(C4)C2)C3)cn1 (centres undefined)	+	3.9*	-0.4%	0.1%	10%	-28%	2.1%	/	9%	0%
C=CCNc1nc(-c2sc(NC(=O)CC)nc2C)cs1	i	0.4	0.4%	1.1%	-95%	-59%	2.0%	13%	13%	-2%
CC(=O)N1CCN(C(=S)NC(=O)c2c(-c3ccccc3Cl)noc2C)CC1	/	/	-0.3%	-2.7%	4%	-22%	-1.7%	-7%	-2%	5%
O=c1c2c(-c3ccc(Cl)cc3)csc2nc2n1CCC2	i	0.3	-0.1%	13%	4%	2%	-0.4%	-15%	-2%	14%
C#CC(CC)(CC)NC(=O)/C=C/C(=O)O	i	0.4	-0.2%	3.6%	-3%	-7%	0.8%	15%	10%	0%
O=C(c1ccccc1)N1CCN(c2nc3ccc([N+](=O)[O-])cc3s2)CC1	i	0.7	-0.1%	4.0%	-18%	8%	-1.4%	-7%[20 µM]	11%	-8%
CC(=O)Nc1ccc(NC(=O)CSc2ccc3nnc(CCNC(=O)c4ccccc4)n3n2)cc1	i	0.6	-0.3%	-2.6%	4%	-26%	0.9%	-22%	-10%	1%
Cc1ccc(OCc2cc(C(=O)N3CCCC(O)C3)no2)cn1 (centres undefined)	i	1.2	0.0%	5.2%	-14%	-20%	-2.5%	-18%	17%	-3%
COc1cc2c(cc1OC)C(c1cccc(C)c1)CC(=O)N2 (centres undefined)	i	0.4	0.0%	-2.9%	5%	37%	-2.2%	14%[20 µM]	0%	3%
COc1cc(NC(=O)C2=C(C)OCCS2)c(Cl)cc1C(=O)NCCN(C)C	/	/	-0.1%	-3.1%	9%	0%	0.1%	-25%	1%	11%
CCOC(=O)c1ccc2[nH]c3c(c2c1)CCCC3	i	0.5	-0.1%	-6.0%	-44%	-21%	-1.8%	30%	25%	7%
CC(C)=CCC(C)(C)CNC(=O)NC1CCCCC1	i	1.2	-0.1%	4.9%	9%	4%	0.4%	-44%	-18%	-4%
CN(C)c1ccc(/C=N/N(CCC(=O)NC(C)(C)C)C2=NS(=O)(=O)c3ccccc32)cc1	i	0.1	-0.2%	3.1%	7%	2%	142%	-13%	-16%	4%
COC(=O)c1[nH]c2cc(OC)ccc2c1NC(=O)CCN1CCSCC1	i	0.9	-0.1%	-0.2%	12%	18%	2.2%	10%	4%	/
O=C(NCN1CCN(c2ccccn2)CC1)c1cnccn1	i	0.9	-0.1%	-6.2%	10%	21%	-0.6%	37%	-8%	-30%
COc1ccccc1C1C(C(=O)c2cc3ccccc3o2)=C(O)C(=O)N1CCN(C)C (centres undefined)	i	0.3	-0.1%	1.3%	-13%	12%	-1.7%	-36%	8%	8%
CN(C)c1ccc(/C=N/n2c(C3CCCCC3)n[nH]c2=S)cc1	i	0.6	0.3%	-1.1%	10%	-5%	1.9%	5%	6%	-5%

Some of the compounds tested, so the mix of outcomes need not match the whole.
